High-throughput results as filed in PubChem.
Mtb RmlCD inh – blocks M. tuberculosis RmlC and RmlD coupled enzymes | inhibition, % at 3.6 µM | RmlC+RmlD coupled enzyme assay, percent inhibition; primary screen in compound mixtures | P9WH09+P9WH11 | AID 1533 | 160,000 tested, 0.03% active; in the data active = inhibition mostly above about 34%, no sharp cut-off; inconclusive = no clear call, values can overlap the other calls; inactive = mostly below about 22%; note: some results filed as inactive read as strong as hits
Target sequence (P9WH09 whole entry, looked up): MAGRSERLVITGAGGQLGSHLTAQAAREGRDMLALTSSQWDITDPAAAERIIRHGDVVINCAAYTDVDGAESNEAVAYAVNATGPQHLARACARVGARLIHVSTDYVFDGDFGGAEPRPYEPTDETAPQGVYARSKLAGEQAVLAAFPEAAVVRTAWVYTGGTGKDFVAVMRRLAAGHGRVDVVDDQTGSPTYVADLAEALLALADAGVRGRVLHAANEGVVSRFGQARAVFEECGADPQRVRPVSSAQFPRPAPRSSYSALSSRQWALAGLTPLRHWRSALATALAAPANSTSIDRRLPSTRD
Target sequence (P9WH11 whole entry, looked up): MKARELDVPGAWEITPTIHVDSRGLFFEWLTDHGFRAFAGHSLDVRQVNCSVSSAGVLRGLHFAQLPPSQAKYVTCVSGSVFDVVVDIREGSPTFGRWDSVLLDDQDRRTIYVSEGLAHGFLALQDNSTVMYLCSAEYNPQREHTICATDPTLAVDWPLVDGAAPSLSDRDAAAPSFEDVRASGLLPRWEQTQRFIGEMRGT
GlmU inhibition – inhibition of mycobacterial GlmU enzyme – biochemical, glucosamine-1-phosphate acetyltransferase (AID 1376). M. tuberculosis GlmU acetyltransferase enzyme assay; higher % means a stronger effect. inhibition, %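 (tested at 30 µM in the primary screen)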; hits with a dose series show IC50 in µM. 220,000 tested, 0.25% active; in the data active = inhibition above about 13%; inconclusive = no clear call, values can overlap the other calls;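 note: 0% = complete reaction with vehicle and 100% = reaction without substrate; strong numbers were not always called active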
Numbers without * were called inactive; ? = inconclusive; / = no result given. The list is partial; count on the stated rates, not on these rows.

SMILES | Mtb RmlCD inh | GlmU inhibition
Cc1ccc(-n2nnnc2SC(C)C(=O)NCC(=O)Nc2ccc(F)c(F)c2F)c(C)c1 (stereo not given) | 5 | -2.2%
CC1(C)C(=O)OC(C(=O)c2ccc(C(C)(C)C)cc2)C(C)(C)C1=O (stereo not given) | 2 | -5.1%
O=C(N/N=C/c1ccc(Cl)cc1Cl)C(=O)NC1CC1 | -2 | -3.3%
CCOc1ccc(C2=Nn3c(nnc3-c3ccccc3OC)SC2)cc1 | 8 | 0.1%
CC1CN(C(=O)c2ccc(N3CCCCC3)c([N+](=O)[O-])c2)CC(C)O1 (stereo not given) | 8 | -6.1%
COc1ccc(C2=C(SC)CC2=NC(C)(C)C)cc1 | 9 | 2.5%
Cc1cccc(NC(=O)CSc2nnc([C@@H](N)Cc3c[nH]c4ccccc34)o2)c1C | -8 | 0.9%
CCc1cccc(CC)c1NC(=S)NC(C)c1ccccc1 (stereo not given) | / | 6.2%
CC(C)c1ccc2[nH]c3c(c2c1)CCC/C3=N\NC(=O)c1ccncc1 | 0 | 5.3%
CCN(CC)C(=O)c1sc(NC(=O)C(C)C)c(C#N)c1C | 2 | 2.3%
COc1cc(NC(=O)c2ccco2)c(OC)cc1NC(=O)CSc1nnc(-c2cccs2)n1C | 48 | 1.6%
O=C(CSc1nnc(-c2ccncc2)n1CC1CCCO1)Nc1nccs1 (stereo not given) | -9 | 2.0%
CCOc1ccccc1OCCCC(=O)Nc1ccc(OC)nc1 | 14 | 2.9%
COCc1nc(-c2cc(Br)ccc2OC)no1 | / | 0.9%
CCNc1nc(NCc2ccccc2)nc(SCC(=O)Nc2ccccc2)n1 | -6 | 1.9%
COc1ccccc1NC(=O)c1cc2ccccc2o/c1=N\O | -8 | 0.2%
CC(=O)c1ccc(N2CCN(C(=O)c3ccc(NC(=O)C4CCCO4)cc3)CC2)cc1 (stereo not given) | 13 | 1.9%
COc1ccc(NS(=O)(=O)c2cc(NC(=O)/C=C/c3cc(OC)c(OC)c(OC)c3)ccc2N2CCCCC2)cc1 | -3 | 6.4%
N=C1C(=O)OCC1c1cc(Cl)ccc1NC(=O)Nc1ccccc1 (stereo not given) | / | -2.9%
COCCNC(=S)N(Cc1cccs1)Cc1cc2cccc(C)c2[nH]c1=O | 11 | -6.2%
Cc1cc(C)c(OCC(=O)Nc2cccc(O)c2)cc1C | -4 | -1.1%
CC(C)N(Cc1ccccc1)C(=O)c1ccc2nsnc2c1 | -7 | -3.1%
O=C(NNC(=O)c1ccc2ccccc2c1O)c1ccccc1Cl | / | 2.4%
CCCn1c(NCc2ccc(N(C)C)cc2)nc2ccccc21 | / | 2.2%
Nc1cc(N)nc(SCC(=O)N2CCN(C(=O)c3ccco3)CC2)n1 | -18 | 3.2%
CC[C@H](C)C(=O)O[C@H]1C[C@@H](C)C=C2C=C[C@H](C)[C@H](CC[C@@H]3C[C@@H](O)CC(=O)O3)[C@H]21 | / | 3.0%
Cc1cc(=O)[nH]c(N/N=C/C2=C(N3CCOCC3)C(=C\c3ccc(Cl)cc3)/CC2)n1 | 4 | -2.2%
COc1cc(NC(=O)c2ccc3c(c2)OCO3)c2ncccc2c1 | / | 1.4%
O=P(O)(CCc1ccccc1)C(O)c1ccccc1 (stereo not given) | / | -5.8%
NC(=O)c1sc2nccc(Nc3ccccc3)c2c1N | 21 | 0.8%
CC1=C(C#N)C(c2cccnc2)C2=C(CC(C)(C)CC2=O)N1 (stereo not given) | 1 | -1.6%
COC(=O)c1cc2n3ccccc3c(C)c(-c3ccccc3)c-2c1C(=O)OC | / | 2.0%
CNc1nc(SC)nc(N(C)C#N)n1 | -5 | 0.6%
CC(C)OC(=O)CSc1nnc(-c2ccc(Cl)cc2)n1N | -1 | 1.6%
O=C(O)CSCCC(=O)Nc1ccc(F)cc1 | / | 1.4%
CCCCn1c(CNC(=O)CCC)nc2ccccc21 | -9 | -0.4%
COc1ccc(Cc2noc(CN(C)CCc3ccccc3)n2)cc1OC | / | -1.9%
COC(=O)CC1SC(=O)NC1=Nc1ccc(C)cc1 (stereo not given) | 3 | 3.2%
O=C(NC1CCCC1)C(=O)N(Cc1cccnc1)C(C(=O)NCc1ccco1)c1ccccc1F (stereo not given) | -9 | 1.8%
Cc1ccc(S(=O)(=O)Nc2c(C)nn(C)c2C)cc1 | 15 | 2.4%
CC1=Nc2ccccc2NC(=O)C1Sc1nnc(C)s1 (stereo not given) | -7 | 0.4%
Cc1ccc(NC(=O)c2ccc(NCc3ccco3)c([N+](=O)[O-])c2)cc1Cl | 8 | -5.2%
C=CCc1ccc(OCCCCN2CC(C)OC(C)C2)c(OC)c1 (stereo not given) | / | 0.5%
CCOC(=O)CCNc1n[nH]c(=O)[nH]c1=O | / | 1.7%
CC1(C)CC(=O)C2=C(C1)N(Cc1ccco1)C(=O)C2(NC(=O)c1ccc(Cl)cc1Cl)C(F)(F)F (stereo not given) | -4 | -1.0%
Cc1cc(/C=C(\C#N)c2nc3ccccc3[nH]2)c(C)n1C | 4 | 7.4%
COc1ccc(/C=N/NC(=O)OC(C)(C)C)cc1OC | 8 | 1.2%
COc1ccccc1C(=O)n1nc(-c2ccco2)nc1SC | -2 | -0.2%
CC(=O)NC1(C(F)(F)F)C(=O)N(Cc2ccccc2)C2=C1C(=O)CC(C)(C)C2 (stereo not given) | 3 | -0.4%
CC(C)Cc1nc2sc3c(=O)[nH]cnc3c2c2c1CCCC2 | -13 | 2.8%
CN(C)CCNC(=O)c1cc(Sc2ccc(F)cc2)nc2ccccc12 | 13 | -11%
COc1ccc(CN2CCN(C(=O)CC(C)C)CC2)cc1OC | -4 | 0.0%
N#CC1=C(N)Oc2n[nH]c(-c3ccncc3)c2C1c1ccsc1 (stereo not given) | 7 | -2.8%
CCOC(=O)N1CCN(c2ncc(C(F)(F)F)cc2Cl)CC1 | 7 | -4.8%
Cc1ccc(CSc2nnc(CCNC(=O)OC(C)(C)C)o2)cc1 | / | 4.1%
CC(=O)c1c(C(C)=O)c(C)n(Cc2ccccc2)c1C | -5 | 2.1%
CCCCSc1nnc(-c2ccc(NC(=O)CCc3ccccc3)cc2)n1C | / | -6.7%
COc1cc(C2C(C#N)=C(N)Oc3cc(C)n(CCc4ccccc4)c(=O)c32)cc2c1OCO2 (stereo not given) | 9 | 0.4%
CCC(C)NC(=O)CN(c1ccc(OC)cc1)S(=O)(=O)c1ccc(NC(C)=O)cc1 (stereo not given) | 1 | 5.0%
N=c1n(CCN2CCCCC2)c2ccccc2n1CC(=O)c1cccs1 | / | -7.7%

Sorted by molecular weight (highest first): 5 of the compounds above
SMILES | Mtb RmlCD inh | GlmU inhibition
COc1cc(C2C(C#N)=C(N)Oc3cc(C)n(CCc4ccccc4)c(=O)c32)cc2c1OCO2 (stereo not given) | 9 | 0.4%
Cc1ccc(CSc2nnc(CCNC(=O)OC(C)(C)C)o2)cc1 | / | 4.1%
CCOC(=O)N1CCN(c2ncc(C(F)(F)F)cc2Cl)CC1 | 7 | -4.8%
CC(C)Cc1nc2sc3c(=O)[nH]cnc3c2c2c1CCCC2 | -13 | 2.8%
Cc1cc(/C=C(\C#N)c2nc3ccccc3[nH]2)c(C)n1C | 4 | 7.4%

The listing picks up with the 7 entries that preceded the break.
SMILES | Mtb RmlCD inh | GlmU inhibition
CCOC(=O)N1CCN(c2ncc(C(F)(F)F)cc2Cl)CC1 | 7 | -4.8%
Cc1ccc(CSc2nnc(CCNC(=O)OC(C)(C)C)o2)cc1 | / | 4.1%
CC(=O)c1c(C(C)=O)c(C)n(Cc2ccccc2)c1C | -5 | 2.1%
CCCCSc1nnc(-c2ccc(NC(=O)CCc3ccccc3)cc2)n1C | / | -6.7%
COc1cc(C2C(C#N)=C(N)Oc3cc(C)n(CCc4ccccc4)c(=O)c32)cc2c1OCO2 (stereo not given) | 9 | 0.4%
CCC(C)NC(=O)CN(c1ccc(OC)cc1)S(=O)(=O)c1ccc(NC(C)=O)cc1 (stereo not given) | 1 | 5.0%
N=c1n(CCN2CCCCC2)c2ccccc2n1CC(=O)c1cccs1 | / | -7.7%
Cc1ccc(-n2nnnc2SCC(=O)Nc2ncc(Cc3ccccc3Cl)s2)cc1 | 7 | -2.4%
Cc1ccccc1NCC(=O)N/N=C\c1ccc2c(c1)OCO2 | -9 | -4.0%
N/C(=N\[N+](=O)[O-])N/N=C/c1ccc(O)cc1 | / | -0.8%
NC(=O)C1=C[C@H](c2ccccc2)C[C@H](OCc2ccc(CO)cc2)O1 | / | 1.1%
CCc1ccc(NC(=O)CCCN2C(=S)NC(C)(C)CC2C)cc1 (stereo not given) | 6 | -2.0%
NS(=O)(=O)c1ccc(Cl)cc1[N+](=O)[O-] | 2 | -3.2%
Cc1cccc(/C=N/NC(=O)c2cc(-c3cccnc3)nc3c2c(C)nn3-c2ccccc2)c1 | 8 | -2.6%
CC(C)(C)NC(=O)COC(=O)c1ccccc1Oc1ccccc1 | / | 1.1%
Cc1nn(-c2ccccc2)c(Cl)c1C(=O)Nc1nnc(C2CCCC2)s1 | -1 | 1.3%
COCc1c(C(=O)OCC(=O)c2c(N)n(CC(C)C)c(=O)n(C)c2=O)oc2ccccc12 | 12 | 0.0%
COc1ccc(NS(=O)(=O)c2ccc(N3CCOCC3)c(NC(=O)c3ccc(F)cc3)c2)cc1 | 5 | 0.9%
Brc1ccccc1/C=N/Nc1ccc2ccccc2n1 | ? | 3.8%
Oc1c(Cl)cc(Cl)c(Cl)c1Cc1c(O)c(Cl)cc(Cl)c1Cl | / | -4.1%
O=C1CC2C(=O)NCCN2C(=NC(=O)c2ccc(Cl)cc2)N1 (stereo not given) | -8 | -4.1%
CCS(=O)(=O)C(=C(Nc1ccc(OC)cc1)Nc1ccc(OC)cc1)S(=O)(=O)CC | -12 | 4.6%
CCOC(=O)C1=C(O)/C(=C/c2cc(OC)c(OC)c(OC)c2)N=C1C | 2 | -0.6%
COC(=O)c1cn(CCOc2ccccc2)c2ccccc12 | / | -1.1%
COc1ccc(NC(=O)c2ccc(S(=O)(=O)N3CCCCCC3)cc2)c(OC)c1 | / | 0.9%
Cc1cc(NC(=O)c2noc3c2CCCC3)no1 | 1 | -1.4%
CCCOC(=O)CN1C(=O)c2ccc(C(=O)OCCC)cc2C1=O | 3 | 0.8%
Cn1c(N)c(C(=O)COC(=O)[C@@H]2CCCN2S(=O)(=O)c2ccc(Cl)cc2)c(=O)n(C)c1=O | 10 | -1.0%
C=CCOC(=O)C(C#N)c1nc2ccccc2nc1N1CCN(Cc2ccc3c(c2)OCO3)CC1 (stereo not given) | -46 | -3.5%
COc1ccc(N(CC(=O)N2c3ccccc3CC2C)S(=O)(=O)c2c(C)noc2C)cc1 (stereo not given) | 14 | 1.4%
O=C(NN1C(=O)C2C3C=CC(C3)C2C1=O)c1ccco1 (stereo not given) | 5 | -5.8%
O=C(Nc1ccccc1C(=O)NCCN1CCOCC1)c1ccco1 | -2 | 2.2%
Cc1ccc2cc3c(NC(=O)c4ccco4)nn(C)c3nc2c1 | 5 | /
CCC(=O)N(CCC1(C(C)C)CCOC(C)(C)C1)Cc1ccco1 (stereo not given) | -11 | 2.8%
Nc1ccccc1N=Cc1c(O)n(CCC2=CCCCC2)c(=O)[nH]c1=O | 12 | 3.1%
Cc1cccc(NC(=S)NC2CC3CCCC(C2)N3CC(C)C)c1 (stereo not given) | 4 | 2.2%
Cc1cccc(C(=O)N[C@H](C(=O)Nc2ccc(S(=O)(=O)NC3=NCCCCC3)cc2)C(C)C)c1 | 8 | -3.5%
Cc1cccnc1NC(=O)Nc1cccc2ccccc12 | / | 1.7%
CCOC(=O)c1c2c3c(cccc3[nH]c1=O)C(=O)c1ccccc1-2 | -11 | -0.4%
Cc1ccc(S(=O)(=O)C2(S(=O)(=O)c3ccc(C)cc3)CC2)cc1 | -11 | 1.1%
CCn1nc(C(=O)OCC(=O)c2ccc(F)cc2)c2ccccc2c1=O | 3 | 1.6%
FC(F)(F)c1cccc(Cc2noc(CN3CCC(N4CCCCC4)CC3)n2)c1 | -8 | -5.5%
C/C=C/C=C/C(=O)Nc1nccs1 | / | -3.1%
N/C(=N\OC(=O)CCC1CCCC1)c1ccncc1 | -7 | -3.1%
Cc1ccc(C#CC[N+]2(CC#Cc3ccc(C)cc3)CCCCC2)cc1 | / | -3.4%
C/C(CC(C)(C)c1ccccc1)=N\NS(=O)(=O)c1ccccc1 | 9 | 6.1%
Cc1ccc(NC(=S)NC2CC3CCCC(C2)N3Cc2cccs2)cc1 (stereo not given) | / | -0.6%

5 of these compounds, set out differently:
Results follow in this order: Mtb RmlCD inh, GlmU inhibition
> O=C(Nc1ccccc1C(=O)NCCN1CCOCC1)c1ccco1
 : -2, 2.2%
> Cc1ccc2cc3c(NC(=O)c4ccco4)nn(C)c3nc2c1
 : 5, /
> CCC(=O)N(CCC1(C(C)C)CCOC(C)(C)C1)Cc1ccco1 (stereo not given)
 : -11, 2.8%
> Nc1ccccc1N=Cc1c(O)n(CCC2=CCCCC2)c(=O)[nH]c1=O
 : 12, 3.1%
> Cc1cccc(NC(=S)NC2CC3CCCC(C2)N3CC(C)C)c1 (stereo not given)
 : 4, 2.2%
